High-throughput results deposited in PubChem by several laboratories.
CDK5 p35 inh – inhibitors of human CDK5/p35 kinase, primary screen, biochemical, single concentration | hit rate 0.01% among 330,000 | Recombinant CDK5/p35, ADP-Glo luminescence, 60 min | AID 488839, 2010 | inhibition, % at 10 µM | Cyclin-dependent kinase 5 (Homo sapiens) + Cyclin-dependent kinase 5 activator 1 (Homo …;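 active = highest replicate inhibition of at least 50% and at least 75% of replicates reaching 50%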;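 note: plate controls were DMSO neutral control for no effect and GW8510 at 10 µM for full effect; many of its hits are not listed in these tables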
RTF Ca sens inh – cardiac RTF calcium sensitivity inhibitors, primary screen, biochemical, IANBD-TnC fluorescence, EC70 calcium. IANBD-labeled cardiac RTF, Ca2+ fluorescence. Troponin I, cardiac muscle (Homo sapiens) + Troponin T, cardiac muscle (Homo sapiens) + …. hit rate 0.12% among 340,000. inhibition, % at 7.15 µM;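 active = inhibition above the mean inhibition of all tested compounds plus 3 SD, cut at about 17% in these data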;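 note: assay run at fixed EC70 calcium of 1.6 mM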
Mot1-301 SUMO – yeast Mot1-301 growth rescue at high temperature, primary screen, SUMOylation pathway inhibitor project, S. cerevisiae, ATP luminescence, 38.5C | S. cerevisiae Mot1-301 growth rescue; percent above DMSO median, 100 means doubled | growth rescue, % at 18.8 µM | hit rate 1% among 320,000;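 active = every valid replicate shows activation above 250% relative to neutral control wells; inactive = the rest, any valid replicate at or below 250%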;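 note: OY570 slx delta 5 strain wells were the positive control but not used for scaling; some compounds called inactive have numbers as strong as hits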
PvdQ acylase – P. aeruginosa PvdQ acylase inhibitors, primary screen, biochemical, fluorescence, plate reader and imaging, single point; hit rate 0.063% among 340,000; purified PvdQ acylase; PvdQ acylase [Pseudomonas aeruginosa LESB58]; inhibition, % at 10 µM; in the data active = inhibition above about 30%, passing the limit was not always enough;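 note: 0% = vehicle neutral wells and 100% = reference inhibitor wells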
PfHsp90 yeast 2 – growth inhibition of PfHsp90-expressing yeast, primary screen, antimalarial PfHsp90 inhibitor project, S. cerevisiae, BacTiter-Glo luminescence, single point, set 2; inhibition, % at 9.4 µM; BacTiter-Glo ATP, 48 h; yeast lacking PDR1 and PDR3 efflux regulators; hit rate 0.32% among 310,000;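 active = every replicate shows inhibition above about 80%, whatever the replicate mean, limit read from the data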;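 note: 0% = DMSO neutral controls and 100% = 20 µM radicicol positive controls; yeast relying on Plasmodium falciparum Hsp90 in place of its own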
Rtt109 Vps75 – inhibitors of C. albicans Rtt109/Vps75 HAT, primary screen, biochemical, ThioGlo CoA-SH fluorescence, plate reader; Histone acetyltransferase RTT109 (Candida albicans (strain SC5314 / ATCC MYA-2876)), …; purified Rtt109/Vps75, 4 h; inhibition, % at 34.9 µM; hit rate 0.16% among 330,000;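 active = inhibition of at least 50% in every replicate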
NSD2 HMT inh – NSD2 histone methyltransferase inhibitors, primary screen, biochemical, AlphaScreen, single concentration, set 2 | Histone-lysine N-methyltransferase NSD2 (Homo sapiens), O96028 | NSD2 peptide methylation, 120 min | inhibition, % at 12.5 µM | hit rate 0.54% among 310,000; in the data active = inhibition above about 50%
RTF Ca sens act – cardiac RTF calcium sensitivity activators, primary screen, biochemical, IANBD-TnC fluorescence, EC20 calcium; Troponin I, cardiac muscle (Homo sapiens) + Troponin T, cardiac muscle (Homo sapiens) + …; IANBD-labeled TnC RTF fluorescence at EC20 calcium; 0% EC20 calcium, 100% full calcium; activation, % at 7.2 µM; hit rate 0.24% among 340,000; AID 493008, 2010;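 active = activation above the mean over all tested compounds plus 3 SD, cut at about 30% in these data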;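 note: rise in fluorescence read as greater calcium sensitivity of cardiac thin filaments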
Keap1 Nrf2 FP – Keap1-Nrf2 protein-protein interaction inhibitors, primary screen, biochemical, fluorescence polarization, single point; Kelch-like ECH-associated protein 1 (Homo sapiens), Q14145; Keap1 Kelch-Nrf2 peptide fluorescence polarization, 1536-well; inhibition, % at 9.4 µM; hit rate 0.15% among 340,000; in the data active = inhibition above about 12%;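 note: human Keap1 Kelch domain with fluorescein labeled Nrf2 9mer peptide probe; 0% = neutral control wells and 100% = peptide positive control; higher means more block of Keap1 binding to Nrf2 peptide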
Target sequence (Q14145 whole entry, looked up, the tested form may be a part): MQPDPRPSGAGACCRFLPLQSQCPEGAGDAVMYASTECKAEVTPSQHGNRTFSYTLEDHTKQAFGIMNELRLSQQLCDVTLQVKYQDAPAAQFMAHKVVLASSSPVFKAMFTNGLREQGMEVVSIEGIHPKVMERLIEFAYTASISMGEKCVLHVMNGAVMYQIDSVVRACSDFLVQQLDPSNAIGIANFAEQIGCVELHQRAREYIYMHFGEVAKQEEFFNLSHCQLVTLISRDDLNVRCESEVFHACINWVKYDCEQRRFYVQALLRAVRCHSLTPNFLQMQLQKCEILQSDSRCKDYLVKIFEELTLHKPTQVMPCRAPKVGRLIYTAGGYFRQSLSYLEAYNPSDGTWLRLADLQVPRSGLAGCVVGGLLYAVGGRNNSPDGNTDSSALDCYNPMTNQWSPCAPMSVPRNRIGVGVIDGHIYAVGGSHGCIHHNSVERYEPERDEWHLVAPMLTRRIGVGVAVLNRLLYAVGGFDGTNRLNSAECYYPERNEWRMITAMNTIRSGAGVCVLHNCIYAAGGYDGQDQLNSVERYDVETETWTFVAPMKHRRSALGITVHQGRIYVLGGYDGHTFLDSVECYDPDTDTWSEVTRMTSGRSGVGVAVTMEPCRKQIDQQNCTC
LANA DNA inh – inhibitors of KSHV C-LANA binding to DNA, primary screen, biochemical, fluorescence polarization, FAM-LBS DNA, MBP-C-LANA, single point | hit rate 0.078% among 340,000 | Kaposi's sarcoma herpesvirus LANA C-terminal domain (residues 932-1162) DNA binding | AID 504423, 2011 | inhibition, % at 9 µM;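 active = highest replicate inhibition at or above 60% at 9 µM, even if other replicates fall short; inactive = all replicates below 60% inhibition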;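 note: 0% = neutral control wells and 100% = 4 µM acridine orange control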
dFosB activator – activators of delta FosB homodimer, primary screen, biochemical, fluorescence polarization, TAMRA-CDK5 oligo, single point. Protein FosB (Mus musculus), P13346. hit rate 0.99% among 340,000. purified delta FosB; percent of positive-control signal above neutral wells. AID 493131, 2011. activation, % at 25 µM;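 active = mean activation above about 17%, with every replicate also reaching it, limit read from the data, passing the limit was not always enough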;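 note: fluorescence polarization rise as delta FosB binds a TAMRA Cdk5 AP-1 oligo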
Target sequence (P13346 whole entry, looked up): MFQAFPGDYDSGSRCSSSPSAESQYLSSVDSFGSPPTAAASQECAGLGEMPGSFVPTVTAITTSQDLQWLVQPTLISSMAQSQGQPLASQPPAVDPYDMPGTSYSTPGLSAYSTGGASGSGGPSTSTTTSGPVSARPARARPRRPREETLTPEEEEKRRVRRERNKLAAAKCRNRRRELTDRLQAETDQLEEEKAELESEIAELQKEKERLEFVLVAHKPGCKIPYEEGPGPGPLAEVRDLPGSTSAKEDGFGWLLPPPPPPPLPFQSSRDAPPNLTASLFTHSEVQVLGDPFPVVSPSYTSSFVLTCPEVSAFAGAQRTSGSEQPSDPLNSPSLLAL
The depositor's hits bear a star; . = no result given.

SMILES	CDK5 p35 inh	RTF Ca sens inh	Mot1-301 SUMO	PvdQ acylase	PfHsp90 yeast 2	Rtt109 Vps75	NSD2 HMT inh	RTF Ca sens act	Keap1 Nrf2 FP	LANA DNA inh	dFosB activator
CN(C)C(=O)C1Cc2ccccc2CN1S(=O)(=O)c1ccc(F)cc1 (configuration not stated)	-0.5	1.1	-10.5	5.1	-1.2	3.7	-2.0	2.8	-2.4	0.3	1.6
CCOc1cc(C2C(C(=O)c3ccccc3)=C(C(=O)OC)Nc3nnnn32)ccc1O (configuration not stated)	-0.4	4.5	7.3	8.3	-1.7	2.1	3.4	-3.5	-3.2	-1.9	-4.4
COc1ccc(CCNC(=O)COC(=O)C2CC2)cc1OC	0.7	-1.3	9.5	-16.7	-25.4	2.6	-3.2	3.2	-5.8	0.9	-0.2
CC1=C(C(=O)OCCBr)C(c2cccc3ccccc23)NC(=O)N1 (configuration not stated)	-0.7	-3.2	-6.5	-5.1	-3.4	1.2	-2.0	-4.5	-21.5	-0.9	-6.0
O=C(CSc1n[nH]c(-c2ccccc2O)n1)N1CCOCC1	0.0	-11.8	-15.5	-23.4	5.8	-4.3	-1.7	11.3	-8.1	1.8	-6.3
O=C(/C=C/c1ccccc1)OCCCCN=C1NS(=O)(=O)c2ccccc21	1.7	-2.2	0.4	-17.4	26.3	7.7	-2.0	3.3	-4.4	-1.0	-1.0
CNS(=O)(=O)c1cccc(C(=O)OCC(=O)C23CC4CC(CC(C4)C2)C3)c1	1.8	-2.8	3.8	9.2	-10.8	11.8	0.0	3.3	-5.2	1.4	-10.4
Cc1cc(Br)c(NC(=O)COC(=O)C2CCCCC2)c(Br)c1	1.9	-3.1	-13.2	17.2	-19.7	0.6	0.2	2.5	-3.0	-2.3	-1.7
COc1cccc(CNC(=O)c2cc3oc4ccccc4c3n2C)c1OC	0.6	-21.7	4.8	-1.7	-17.9	2.7	-2.0	1.1	-2.8	3.6	5.8
CCOC(=O)c1c(NC(=O)c2cccs2)sc2c1CC(C)(C)OC2	1.4	2.6	-4.3	-4.9	-55.0	-8.9	-1.4	-0.3	-4.3	-1.7	-22.7
CC(C)Oc1ccc(Oc2ccc(C(F)(F)F)cn2)cc1	-0.8	-3.0	21.9	2.5	21.5	8.8	-3.4	3.4	2.1	0.8	-4.7
Cc1cccc2nc(Cn3c(=O)n(CCCC(=O)NCc4ccco4)c(=O)c4ccccc43)cc(=O)n12	0.5	-3.0	2.3	-1.4	8.8	-4.3	0.9	0.1	-4.4	1.3	-2.7
O=C(OCn1nnc2ccccc2c1=O)c1cn(-c2ccccc2)nc1-c1cccnc1	-1.0	-3.8	6.3	-5.7	0.1	1.5	0.3	8.8	-9.7	-1.0	15.4
CC1CC(C)CN(C(=O)Cn2c(=O)oc3cc(S(=O)(=O)N4CCCC4)ccc32)C1 (configuration not stated)	.	3.8	-15.9	-3.3	9.9	2.1	-7.7	-6.5	2.1	-0.2	-7.3
COc1ccc(NC(=O)c2oc3ccccc3c2CSC)cn1	0.2	-3.6	.	-1.3	-5.4	-8.5	-2.9	1.8	1.1	-1.7	-11.9

Quoted at random: three records from the list, in no set order.
SMILES	CDK5 p35 inh	RTF Ca sens inh	Mot1-301 SUMO	PvdQ acylase	PfHsp90 yeast 2	Rtt109 Vps75	NSD2 HMT inh	RTF Ca sens act	Keap1 Nrf2 FP	LANA DNA inh	dFosB activator
CCOc1cc(C2C(C(=O)c3ccccc3)=C(C(=O)OC)Nc3nnnn32)ccc1O (configuration not stated)	-0.4	4.5	7.3	8.3	-1.7	2.1	3.4	-3.5	-3.2	-1.9	-4.4
CC(C)Oc1ccc(Oc2ccc(C(F)(F)F)cn2)cc1	-0.8	-3.0	21.9	2.5	21.5	8.8	-3.4	3.4	2.1	0.8	-4.7
COc1cccc(CNC(=O)c2cc3oc4ccccc4c3n2C)c1OC	0.6	-21.7	4.8	-1.7	-17.9	2.7	-2.0	1.1	-2.8	3.6	5.8

(continued)
SMILES	CDK5 p35 inh	RTF Ca sens inh	Mot1-301 SUMO	PvdQ acylase	PfHsp90 yeast 2	Rtt109 Vps75	NSD2 HMT inh	RTF Ca sens act	Keap1 Nrf2 FP	LANA DNA inh	dFosB activator
CCn1c(SCC(=O)c2ccc3ccccc3c2)nnc1-c1ccco1	-0.3	0.8	41.3	6.3	.	.	0.8	1.1	-1.5	-0.5	-8.7
O=C(Cc1ccc(-n2c(=O)c3ccccc3n(Cc3ccccc3Cl)c2=O)cc1)NCC1CCCO1 (configuration not stated)	-0.7	-2.5	81.5	-2.9	0.9	-0.2	1.8	-1.1	-1.9	-1.7	5.5
CCOc1ccc(NC(=O)C2(c3ccc(OC)c(OC)c3)CCCC2)cc1	1.5	-2.4	-11.2	-6.6	2.4	0.4	1.4	4.9	-5.6	-1.1	-2.4
O=C(O)CN1C(=O)/C(=C\c2cccc(OCc3ccc(Cl)cc3Cl)c2)SC1=S	-1.2	3.2	104.8	0.6	-15.2	-4.5	33.7	-5.0	4.2	11.9	-20.7
Nc1ccn(CC(=O)NCCc2ccccn2)c(=O)n1	0.9	0.7	0.8	4.8	-2.2	1.3	.	-5.5	0.8	1.8	-2.3
CC1CC(C)(C)CC2(C1)NC(=O)N(CC(=O)Nc1cc(C(F)(F)F)ccc1N1CCCCC1)C2=O (configuration not stated)	0.2	-8.1	.	-14.3	-16.4	1.6	-3.2	-0.6	1.4	-0.1	-18.5
CC(=O)Nc1nc2c(C)c(Cl)ccc2s1	0.7	-10.5	5.1	-3.2	-10.1	4.7	-2.9	2.3	0.0	-1.2	-1.7
CC1CC(=O)C2=C(C1)Nc1ccccc1SC2c1ccc(F)cc1 (configuration not stated)	-1.3	-9.7	-2.9	-1.0	24.6	-3.0	1.1	-4.2	-1.6	-0.2	-11.2
Cc1ccc2c(c1)N(CC(=O)NCc1cccs1)C(=O)C(C)O2 (configuration not stated)	-0.5	0.3	6.2	-0.9	-11.5	0.8	12.8	-1.1	0.9	2.6	-0.2
Cc1cccc(-c2cc(=O)c(C(=O)O)cn2-c2ccc(F)cc2F)c1	0.1	5.4	2.8	4.5	-11.9	8.4	.	-5.3	-2.9	5.1	1.1
FC(F)(F)c1ccc(-n2cn[nH]c2=S)cc1	-6.7	-13.1	12.0	9.9	2.5	6.7	-6.3	11.4	-6.6	2.1	-3.1
CCOC(=O)C1CCCN(C(=O)Cc2ccc(OC)c(OC)c2)C1 (configuration not stated)	-0.9	-3.4	44.6	6.9	-3.2	11.1	-3.1	-10.8	-3.9	0.4	-4.9
O=C(c1ccc2c(Cl)c3c(nc2c1)CCCC3)N1CCC(N2CCCCC2)CC1	-0.1	-4.5	-0.9	-15.4	-7.4	10.7	.	12.5	-2.0	-2.5	-11.7
COc1ccccc1N1CCN(C(=O)c2cc(C(=O)N3CCN(c4ccccc4OC)CC3)cc([N+](=O)[O-])c2)CC1	0.8	1.7	6.3	-12.1	12.6	0.1	.	-2.9	2.3	1.0	-1.2
O=C(O)CCSc1ccc([N+](=O)[O-])cc1[N+](=O)[O-]	-0.1	5.2	362.8*	2.5	26.8	.	2.8	0.6	-1.4	0.2	5.5
COC(=O)[C@]1(C)N[C@H](CN(C)C(=O)C2CCCCC2)[C@@H]2C(=O)N(Cc3ccccc3)C(=O)[C@@H]21	-2.9	-19.6	.	-8.3	6.3	7.2	.	4.3	0.6	0.6	2.7
CS(=O)(=O)c1ccc(Cl)c(NC(=O)C2CC(=O)N(c3ccc4c(c3)OCCO4)C2)c1 (configuration not stated)	2.5	-9.2	14.3	-24.0	4.2	4.7	-0.5	2.2	-1.8	-2.2	-8.7
CC(C)c1ccc(NC(=O)Cn2nnc(C(=O)NCc3ccco3)c2N)cc1	-0.6	2.5	6.3	-7.5	30.4	-11.8	0.2	1.5	-2.0	0.6	6.6
COc1cc(OC)c(NC(=O)CN(C)S(=O)(=O)c2ccc(-c3ccc(=O)[nH]n3)s2)cc1Cl	0.0	-3.1	-9.0	-1.8	-13.4	51.9*	0.3	-2.2	-4.8	0.2	-7.3
O=S(=O)(CCN1CCOCC1)c1ccccc1	-2.3	2.4	13.1	1.3	1.6	14.6	-3.4	-3.9	-0.9	-0.8	3.5
CC(NC(=O)/C(=C/c1ccc(OC(F)F)cc1)c1ccccc1)c1ccccc1 (configuration not stated)	0.5	-3.3	9.8	15.7	5.5	9.7	-2.6	-3.2	-4.4	-3.5	2.1
N#Cc1cc2c([nH]c1=S)CCCC2	2.9	5.7	22.7	10.1	12.3	-32.7	-1.2	9.9	-4.7	0.9	1.1
C/C(=N\Nc1cccc(C(=O)O)c1)c1ccc2c(c1)Nc1ccccc1S2	-2.1	0.7	-13.2	-8.8	-23.6	2.6	.	-4.5	2.6	5.5	-6.7
Cc1cc(C)c(C#N)c(Nc2ccccc2Cl)n1	0.2	0.0	5.4	-5.2	-20.6	-1.9	-0.5	-6.9	4.9	0.5	0.3
Cc1c(NC(=O)CSc2nnnn2C)c(=O)n(-c2ccccc2)n1C	-0.9	-8.5	14.2	4.6	-9.7	0.8	-1.0	1.2	-3.0	0.2	2.2
CC(C)N1C(=O)S/C(=C/c2ccc3c(c2)n(C)c(=O)n3C)C1=O	-1.7	-4.7	5.7	3.1	-10.9	-38.4	1.7	-2.9	2.9	1.6	-11.7
N#C/C(=C\c1ccccc1O)C(=O)Nc1cccnc1	3.2	-3.9	1.5	-6.4	-6.3	-1.6	-48.7	5.9	1.6	0.0	-7.7
O=C(c1ccccn1)N1CCCC(N2CCN(c3cccc(C(F)(F)F)c3)CC2)C1 (configuration not stated)	-3.8	1.7	36.8	-1.6	-5.9	2.7	-3.5	-3.4	-4.5	0.2	-5.4
Cc1cc(S(=O)(=O)N2CCCC2)ccc1OCC(=O)Nc1ccccc1	-0.9	-10.6	4.8	4.5	-4.2	2.4	-0.4	-1.8	-1.7	-0.6	-7.6
Cc1cc(-c2nnc3n2N=C(c2ccccc2Br)CS3)n[nH]1	-4.7	-5.7	8.0	-12.0	-15.4	6.2	1.3	1.4	-7.1	0.9	-14.6
CCN(CC(=O)Nc1ccccc1-c1ccccc1)Cc1nc2ccccc2c(=O)[nH]1	-0.9	-9.7	-5.6	-10.6	.	1.6	-0.6	2.2	.	.	4.7
